# sgs1 mgt1: NCI yeast anticancer drug screen, S. cerevisiae sgs1 mgt1 strain; growth inhibition, % at 50 µM; hit rate 10% among 78,000;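 also: 0% = growth of vehicle-only cultures of the same strain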
#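 This yeast growth screen uses a strain with defined DNA-repair lesions; compound-treated growth is compared with vehicle-treated growth.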
# yeast mlh1 rad18: NCI yeast anticancer drug screen, S. cerevisiae mlh1 rad18 strain; % growth inhibition at 50 µM; hit rate 11% among 79,000;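 also: 0% = growth of vehicle-only cultures of the same strain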
#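 Genetically defined yeast (DNA repair-deficient) exposed to compounds; growth inhibition determined relative to vehicle.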
# rad50: NCI yeast anticancer drug screen, S. cerevisiae rad50 strain | growth inhibition, % at 50 µM | hit rate 10% among 79,000 | AID 155;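 also: 0% = growth of vehicle-only cultures of the same strain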
#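 Yeast carrying a defined DNA repair defect were exposed to test compounds, and growth was compared with vehicle-treated controls to give percent inhibition.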
# yeast cln2 rad14: NCI yeast anticancer drug screen, S. cerevisiae cln2 rad14 strain | hit rate 8.3% among 78,000 | growth inhibition, % at 50 µM | AID 165;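 also: 0% = growth of vehicle-only cultures of the same strain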
#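 Readout is yeast growth inhibition versus vehicle-treated controls, using a strain with cln2 and rad14 alterations exposed to compound.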
# mec2-1: NCI yeast anticancer drug screen, S. cerevisiae mec2-1 strain | growth inhibition, % at 50 µM | hit rate 9% among 79,000 | AID 157;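 also: 0% = growth of vehicle-only cultures of the same strain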
#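 Readout is yeast growth inhibition, normalised to vehicle-treated controls, in the mec2-1 strain exposed to compound.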
# yeast bub3: NCI yeast anticancer drug screen, S. cerevisiae bub3 mutant strain; growth inhibition, % at 50 µM; AID 167; hit rate 9.9% among 78,000;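 also: 0% = growth of vehicle-only cultures of the same strain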
#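 Inhibition values come from growth of compound-treated mutant yeast normalised to vehicle-treated controls.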
# An asterisk follows results filed as active; & = joins results of further samples. Rule as the data show it: active = growth inhibition above about 70%; inactive = the rest.
SMILES,sgs1 mgt1,yeast mlh1 rad18,rad50,yeast cln2 rad14,mec2-1,yeast bub3
O=C(OCCOc1ccc(Cl)cc1Cl)c1ccccc1O,-2,0,-2,-13,-17,12
Cc1cccc(C2=NC(=C3CCCCC3)C(=O)O2)c1,6,21,4,12,7,4
CCCCCCCCCCCC(=O)OCCOP(=O)(OCC)OCC,96*,79*,87*,75*,21,-9
O=S(=O)(O)c1ccc(N=Nc2ccc(O)cc2)cc1,-10,9&-17,29&-16,-54,-10&-28,4
COc1ccc(C(=O)c2ccc(OC)c3ccccc23)c2ccccc12,-1,4,-7,-23,-6,3
Cc1ccc(NC(=O)CC/C(CC(=O)C(C)(C)C)=N/Nc2nnc(C)n2N)cc1C,-32,-16,-28,-11,-15,2
O=C(c1ccccc1)C1(Cl)CCCCC1,-11,16,-10,-8,-13,-5
Cc1ccc2nc(-c3ccc(N)cc3)sc2c1,44,41,75*,15,34,72*
O=C1c2ccccc2-c2ccc(N=Cc3cccs3)cc21,-3,12,31,9,-6,34
CCc1nc2c(N)ncnc2o1,-3,11,-1,-37,-2,-20
Cc1cc2nc(N)n(C3OC(CO)C(O)C3O)c2cc1C (stereo not drawn),-2,9,-8,8,5,-16
CCOC(=O)/C(C#N)=C/c1ccco1,-1,15,22,10,16,6
CCCCN(CCCC)c1ccc(S(=O)(=O)c2ccc(N(CCCC)CCCC)cc2)cc1,9,19,19,30,5,-2
Cc1nn(-c2ccccc2)nc1C(=O)Nc1ccccc1C(=O)NCC1CC1,7,7,-19,0,-25,-7
CN(C)CCS(=O)(=O)Cc1ccccc1,-12,2,2,-81,-9,13
O=C1NC(CSSCC2NC(=O)N(c3ccccc3)C2=O)C(=O)N1c1ccccc1 (stereo not drawn),94*,95*,88*,58,59,55
CC(=S)N=Cc1c(N)[nH]n(-c2ccccc2)c1=O,-25,-24,-41,0,-13,-20
COc1cccc(OC(=O)Nc2cccc(Cl)c2)c1,49,52,38,39,38,42
O=C(CC[n+]1ccccc1)NCCCCCCNC(=O)CC[n+]1ccccc1,-24,-22,-18,8,-32,-17
O=C1c2ccccc2C(=O)N1Cc1ccccc1,7,7,4,27,-17,0
Cc1cccc(C)c1NC(=O)CCC(=O)NC(N)=NC#N,-26,-23,-33,10,-24,-24
O=C(O)c1cc2ccc(Cl)cc2c2cc(C(F)(F)F)ccc12,27,54,2,51,28,27
C=CCc1cc(N)ccc1O,12,8,16,12,9,12
Cn1cnc2nc(Cl)nc(N)c21,6,-9,0,-17,-4,8
CCOC(=O)Nc1c(F)cc(F)cc1F,-8,0,9,45,6,4
# New compounds follow.
SMILES,sgs1 mgt1,yeast mlh1 rad18,rad50,yeast cln2 rad14,mec2-1,yeast bub3
O=C(NO)c1cccnc1,29,16,66,15,16,12
O/N=C1\CC2CC1C1CC3(CC3)C21 (stereo not drawn),0,21,-7,-1,-10,-22
CN(CS(=O)(=O)c1ccccc1)CS(=O)(=O)c1ccccc1,-7,0,-10,-57,-18,-61
CSc1nc(N)n2nc(C)cc2n1,10,-4,-9,7,-14,33
O=C(NO)c1ccc(Cl)cc1Cl,38,44,58,-12,-1,19
O=C1/C(=C/c2ccc3c(c2)OCO3)CCC/C1=C\c1ccc2c(c1)OCO2,1,-21,-42,20,-56,-30
COc1ccc(CCn2nnc3ccccc3c2=O)cc1OC,-10,-12,-4,17,-33,-28
CCCCCCCOC(=O)Cc1ccccc1,11,4,18,6,8,-1
Cc1cc(C(=O)O)cc(C)c1C(=O)O,0,-9,-6,-21,-11,-7
N#CCCN(CCC#N)c1ccc(C=Nc2ccc(F)cc2)cc1,12,45,20,16,10,18
Cc1cccc2c(N)c3cccc(C(=O)NCC[N+](C)(C)[O-])c3nc12,11,21,9,31,-13,18
c1ccc(N2N=C(c3ccco3)CC2c2ccco2)cc1 (stereo not drawn),66,30,55,24,6,43
CCC(=O)Nc1cc(C)c(C)cc1C,-2,-8,5,-42,-10,7
CCCCCC[P+](c1ccccc1)(c1ccccc1)c1ccccc1,98*,98*,98*,95*,98*,96*
NCC(O)c1cc(I)c(Oc2ccc(O)cc2)c(I)c1 (stereo not drawn),-23,-12,8,12,-20,-1
Clc1cccc(-c2sc(-c3cccs3)cc2Cc2cccs2)c1,-29,-14,-43,2,-40,-9
O=C(O)c1cccc(C(=O)O)c1,12,2,21,10,-4,-9
CNC(=O)NCCCCCCNC(=O)NC,12,21,8,-4,-2,17
COc1cc(C=Nc2ccc3c(c2)OCO3)cc(OC)c1OC,5,3,2,-2,-11,4
O=C(O)CCC(=O)C(Cc1ccccc1)NC(=O)c1ccccc1 (stereo not drawn),-10,-10,-14,-4,-17,6
